Vif inh: HIV Vif self-association inhibitors, primary screen, imaging, HEK293T, single point | 340,000 compounds, 0.35% hits | inhibition, % at 7.49 µM | HEK293T cells, Vif self-association by quenched fluorescence, 24 h; in the data active means inhibition above about 50%, passing the limit was not always enough; inconclusive means no clear call, values can overlap the other calls; inactive means below about 31%; further: some results filed as inactive read as strong as hits
Shn3 inh set2: reduction of Shn3 3'UTR firefly luciferase signal, primary screen, Schnurri-3 inhibitor project, cell-based, Clone20 osteoblasts, set 2; Clone20 osteoblast Shn3 3'UTR firefly luciferase, 24 h; AID 588674, 2011; inhibition, % at 12.5 µM; 360,000 compounds, 0.52% hits;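 active means mean inhibition of at least 75% with every replicate also reaching 75%; inconclusive means mean inhibition at least 75% but some replicate below; inactive means mean inhibition below 75%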;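 further: 0% = median of neutral control wells and 100% = pilot-screen positive control compound; some compounds past the cut are filed as inactive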
NR2E3 ag-1: NR2E3 agonists in two-hybrid cells, primary screen, cell-based, luminescence, CHO-S, Gal4-NCOR/VP16-NR2E3. Photoreceptor-specific nuclear receptor (Homo sapiens), Q9Y5X4. luciferase. inhibition of corepressor binding, % at 3.98 µM. 360,000 compounds, 0.35% hits. AID 602229, 2012;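 active means inhibition above the mean of all tested compounds plus 3 SD, cut at about 70% in these data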;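 further: 0% = DMSO with NR2E3 transfected cells and 100% = cells lacking NR2E3 construct; higher means lower luciferase signal from less NR2E3 corepressor binding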
Target sequence (Q9Y5X4 whole entry, looked up, the tested form may be a part): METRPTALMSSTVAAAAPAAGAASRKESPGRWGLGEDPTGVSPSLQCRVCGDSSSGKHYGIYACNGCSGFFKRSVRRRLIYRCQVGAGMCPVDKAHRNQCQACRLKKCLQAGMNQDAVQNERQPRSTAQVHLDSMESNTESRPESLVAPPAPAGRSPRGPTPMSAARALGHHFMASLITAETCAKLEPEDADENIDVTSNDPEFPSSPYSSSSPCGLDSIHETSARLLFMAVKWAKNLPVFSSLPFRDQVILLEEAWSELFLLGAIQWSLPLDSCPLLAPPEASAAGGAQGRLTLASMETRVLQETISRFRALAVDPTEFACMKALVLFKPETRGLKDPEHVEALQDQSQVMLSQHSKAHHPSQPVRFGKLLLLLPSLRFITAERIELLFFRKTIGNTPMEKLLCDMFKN
Peg3 prom inh: Peg3 promoter-driven luciferase inhibitors, primary screen, cell-based, HeLa, luciferase luminescence | HeLa PEG-Prom luciferase reporter, overnight | inhibition, % at 20 µM | 360,000 compounds, 1.7% hits | AID 588405, 2011;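 active means inhibition of at least 50% at 20 µM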
HIF-2a block: HIF-2a reporter inhibitors, primary screen, luminescence, 786-0 RCC cells; 786-0 RCC cells HIF-2a reporter, luciferase luminescence, overnight; inhibition, % at 18.8 µM; 360,000 compounds, 0.72% hits;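 active means inhibition of the luminescence signal of 40% or more relative to plate controls, in a single-dose primary screen at 18.75 µM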
PDI inh: inhibitors of human PDI, primary screen, biochemical, turbidity, single point, plate reader | Protein disulfide-isomerase (Homo sapiens), P07237 | PDI insulin aggregation turbidity, A650, 90 min | inhibition, % at 10 µM | 350,000 compounds, 0.052% hits | AID 588391, 2011;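 active means mean inhibition across replicates of 30% or more, whatever share of single replicates reach that level; inconclusive means mean inhibition below 30% while every single replicate reaches 30%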;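 further: absorbance from insulin aggregation driven by PDI reduction with DTT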
Target sequence (P07237 whole entry, looked up): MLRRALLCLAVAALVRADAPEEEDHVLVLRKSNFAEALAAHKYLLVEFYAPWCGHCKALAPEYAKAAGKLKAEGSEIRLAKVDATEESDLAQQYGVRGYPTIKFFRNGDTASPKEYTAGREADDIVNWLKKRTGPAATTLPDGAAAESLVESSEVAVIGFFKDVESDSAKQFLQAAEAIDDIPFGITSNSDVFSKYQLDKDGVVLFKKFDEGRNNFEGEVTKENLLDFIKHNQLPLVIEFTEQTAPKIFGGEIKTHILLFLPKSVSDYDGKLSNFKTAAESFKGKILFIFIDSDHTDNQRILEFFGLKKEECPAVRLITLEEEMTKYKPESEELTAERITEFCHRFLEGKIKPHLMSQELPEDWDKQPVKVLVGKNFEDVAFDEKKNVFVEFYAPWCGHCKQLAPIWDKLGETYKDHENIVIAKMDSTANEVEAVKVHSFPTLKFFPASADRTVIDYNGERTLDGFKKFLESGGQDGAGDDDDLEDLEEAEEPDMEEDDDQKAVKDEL
CaV13 FRET inh: Primary screen for inhibitors of IQ motif and Ca2+-dependent inactivation inhibitor domain binding in CACNA1D, Förster resonance energy transfer in living cells, … | HEK cells, CFP/YFP FRET ICDI-IQ, plate reader, 10 min; percent FRET-ratio fall versus neutral wells | inhibition, % at 12.3 µM | 340,000 compounds, 0.098% hits;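 active means mean replicate inhibition of at least 30% and at least 1% of replicates passing that level; inconclusive means only one of the two criteria is met; inactive means neither criterion is met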;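 further: 0% = median of the neutral control wells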
KKLEB tox: cytotoxicity in KKLEB CF airway cells, primary screen, cytotoxicity control for CF NF-kB inhibitor project, cell-based, uHTS, fluorescence assay plates; KKLEB CF airway cells viability, ATPlite luminescence, overnight; hits give low values; cells stimulated with P. aeruginosa culture filtrate; 360,000 compounds, 0.36% hits; activity change (cytotoxicity), % at 5 µM;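 active means corrected activity change at or below -50% at 5 µM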
MITF TRPM1 inh: inhibitors of MITF-dependent TRPM1 promoter reporter, primary screen, cell-based, SK-MEL-5, single point, luciferase; SK-MEL-5 TRPM1 promoter luciferase, 24 h; 330,000 compounds, 0.83% hits; inhibition, % at 12.5 µM;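 active means mean inhibition across replicates of 60% or more, whatever share of single replicates reaches that level; inconclusive means some that reach 60%, reason not given; inactive means mean inhibition across replicates below 60%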; further: values of inactives mirror those of a sister screen read the other way
NR2E3 ag-2: inhibitors of NR2E3-RetCOR corepressor binding, primary screen, NR2E3 agonist project, biochemical, TR-FRET, GST-NR2E3, biotin-RetCOR | Photoreceptor-specific nuclear receptor (Homo sapiens), Q9Y5X4 | 1536-well | inhibition of corepressor binding, % at 4.78 µM | 320,000 compounds, 0.12% hits | AID 2300, 2010;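 active means percent inhibition above the cutoff of mean plus 3 SD of all tested compounds, set per screening campaign, cut at about 20% in these data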;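 further: 0% = DMSO wells and 100% = biotin wells as full block of FRET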
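system = GST-tagged NR2E3 plus biotinylated RetCOR corepressor | input = 1.35 nM GST-NR2E3 | also added = 7 nM biotin-RetCOR | schedule = 5 h incubation at 4 °C | measured by = TR-FRET with europium anti-GST and streptavidin-D2, 340 nm excitation | read-out = percent loss of FRET ratio relative to control wells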
CF NFkB inh: inhibitors of PAF-induced NF-kB signaling, primary screen, cell-based, GFP fluorescence, uHTS | KKLEB NF-kB-GFP reporter, GFP fluorescence overnight | inhibition, % at 5 µM | 360,000 compounds, 0.86% hits;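 active means at least 50% inhibition at 5 µM, scaled per plate between neutral and stimulator controls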;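 further: PAF is a Pseudomonas aeruginosa culture filtrate used as stimulus; plate controls were PAF-stimulated DMSO wells for no effect and unstimulated DMSO wells for full effect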
* marks the source's active call; other numbers are inactive results; ? = inconclusive; nt = no result given; & = joins results of further samples.

smiles	HIF-2a block	NR2E3 ag-1	Shn3 inh set2	Vif inh	KKLEB tox	Peg3 prom inh	MITF TRPM1 inh	CaV13 FRET inh	NR2E3 ag-2	PDI inh	CF NFkB inh
Cc1ccc(SCC(=O)Nc2nncs2)cc1	-25	-23	-2	13	-2	-15	nt	-13	8	-3	9
CCOc1ccc(-n2c(SC(C)C(=O)OC)nc3c(c2=O)SCC3)cc1 (stereo not drawn)	8	-4	-24	-2	-6	20	2	nt	-1	-6	2
O=C(NCc1ccccn1)C(=O)NCC(c1ccco1)N1CCN(c2ccc(F)cc2)CC1 (stereo not drawn)	11	-8	17	2	7	8	-7	-7	2	2	-3
Cc1cc(C)c2nc(N3CCC(C(=O)NCCCN4CCCC4=O)CC3)sc2c1	-41	-6	-13	-8	9	-30	-4	-5	-3	-6	11
C=CCn1c(SCc2csc(-c3ccc(Cl)cc3)n2)nnc1-c1ccccc1OC	-47	-24	10	-6	-2	-17	2	-13	-1	10	12
COc1cc(CNCc2ccc(C(=O)O)cc2)ccc1OCc1ccc(F)cc1	11	-3	3	-14	1	0	nt	-4	-1	7	-2
CCc1nccn1S(=O)(=O)c1ccccc1[N+](=O)[O-]	11	-14	-2	-14	-2	5	6	-20	1	3	5
Cc1ccsc1C(=O)N/N=C/c1ccc2c(c1)OCO2	-90	-163	-52	2	8	-144	-10	-3	3	-3	-17
COc1cc(C)c(C)cc1S(=O)(=O)n1c(C)nc2ccccc21	20	3	-11	17	-6	-5	-14	-2	1	-7	-4
O=C(NC1CCCCC1)C(c1ccc2ncccc2c1)N(Cc1ccccc1)C(=O)c1cccs1 (stereo not drawn)	25	-38	25	-3	-17	11	18	-12	-1	5	4
O=C(NNC1=NCCCCC1)Nc1ccc(Cl)cc1	-84	-21	-11	-35	7	-115	-18	-9	-1	-17	-14
c1ccc(CCc2nc(-c3ccc(-n4cccc4)cc3)no2)cc1	-93	-40	2	-8	14	-42	-15	-6	-2	-6	-25
CC1CCc2sc3nc(N4CCN(CCO)CC4)n4ncnc4c3c2C1 (stereo not drawn)	-149	-50	-48	0	-3	-127	-62	nt	6	13	-33
CC(C)(C)c1ccc(/C=C/C(=O)Nc2ncccn2)cc1	-209	-9	-60	-2	-1	-270	-111	-4	-1	-2	-13
COc1ccc(-c2csc(N(CCCN(C)C)C(=O)c3ccc(Br)cc3)n2)cc1	1	-8	22	-2	-4	-7	-17	-5	-1	6	15
Cn1c(N)c(C(=O)COC(=O)CC(NC(N)=O)c2ccc(Cl)cc2)c(=O)n(C)c1=O (stereo not drawn)	12	-6	3	3	6	-3	-1	-6	nt	-2	-6
Nc1nc2n[nH]nc2c(=O)[nH]1	5	81*	25	?	8	13	65*	nt	1	nt	-10
COCCNc1oc(-c2cccs2)nc1S(=O)(=O)c1ccc(C)cc1	13	-48	16	8	6	-8	-11	2	1	0	0
O=C(COC(=O)CSCC(=O)N1CCCCC1)Nc1ccc(Cl)cc1	7	5	-19	5	9	13	-6	nt	4	10	-4
CCCCC(=O)Nc1ccc(C(=O)NNC(=S)NC(=O)c2ccccc2[N+](=O)[O-])cc1	12	-12	8	19	-5	4	3	-14	4	-1	-15
NC(=Nc1nc(-c2ccccn2)cc2ccccc12)c1ccccn1	-29	45	88*	-10	-22	49	65*	-9	nt	-7	20
CC(=O)Nc1cccc(C(=O)OCC(=O)NC(=O)c2ccccc2)c1	3	-7	-9	13	15	12	-8	-7	5	5	-13
Cc1ccc(C(=O)NCC(=O)Nc2ccc3c(c2)CCC3)cc1C	-37	21	5	-9	15	-24	9	-6	nt	1	-23
C[C@H](NC(=O)c1ncn2c1c(=O)[nH]c1ccc(Br)cc12)c1ccccc1	9	-17	83	6	-3	100*	nt	-6	nt	-14	2
CCC(=O)N1CCc2cc(Br)cc(S(=O)(=O)NC3CCN(Cc4ccccc4)CC3)c21	9	-17	15	-7	-1	19	-12	-2	3	2	7
O=C(NNc1cc(Cl)ccc1Cl)C1CCC1	14	2	-5	-5	1	22	5	-6	1	4	13
CC1(C(=O)NCc2ccco2)Cc2c(-c3ccc(C(N)=O)cc3)ccnc2O1 (stereo not drawn)	14	-9	0	8	-12	28	nt	8	nt	-7	11
CNC[C@H]1Oc2c(NS(=O)(=O)c3cccs3)cccc2C(=O)N([C@H](C)CO)C[C@@H]1C	4	2	-3	-3	13	12	1	-6	nt	3	-13
Cc1ccc(C(=O)NCCc2csc(C)n2)cc1	-171	-97	-45	-3	10	-145	-27	-8	3	nt	-25
CC(c1ccccc1)C1CC(=O)N(CC(=O)O)C1=O (stereo not drawn)	11	9	7	3	-3	3	-2	-8	3	6	0
COc1cccc(NC(=O)CN(C)C(=O)CNC(=O)c2ccc(Oc3ccccc3)cc2)c1	-179	2	-43	12	3	-280	-62	-6	4	8	-25
CCCn1cnc2c(N)c(C)c(C)cc21	8	-28	-2	1	-9	4	2	-4	3	-3	-2
Cc1nc(C(=O)NC(C)C)nn1-c1cc(Cl)cc(Cl)c1	7	-34	1	-1	-3	-8	-16	-2	-4	1	2
O=C1CC(c2ccc(S(=O)(=O)N3CCN(c4ccccc4)CC3)cc2)CN1 (stereo not drawn)	-6	12	-6	-2	-14	13	4	nt	1	4	2
Cc1ccc(C(=O)NCCNC(=O)c2ccc(C)o2)o1	17	-52	-6	6	12	17	7	-3	4	6	-24
Cc1ccc(NC(=O)Cn2nc(-c3ccco3)ccc2=O)cc1Cl	17	-20	18	-6	-2	9	6	-6	1	-8	-39
CC(C)COn1c(=S)[nH]c2ccccc2c1=O	-50	26	-21	10	-2	-59	-8	-4	1	1	-6
Cc1ccc(N2CC(C(=O)NCc3nnnn3-c3ccc(C)c(C)c3)CC2=O)cc1 (stereo not drawn)	18	5	1	6	7	0	11	-15	2	0	-26
COC(=O)C(NS(=O)(=O)c1ccc(N2CCCC2=O)cc1)c1ccccc1 (stereo not drawn)	4	-3	7	-3	19	2	1	nt	0	-17	-4
CC(=O)Nc1cccc(Oc2nc(C(F)(F)F)nc3ccccc23)c1	-7	-28	26	-22	-18	15	9	-3	-67	-41	18
COc1ccc(CCN(C)CCN2C(=O)c3ccccc3C2=O)cc1OC	9	-19	-10	0	11	-4	2	1	1	-1	-4
O=C(COC(=O)COc1ccccc1F)NC1CC1	2	-6	-9	-10	-14	7	-2	-6	nt	8	2
COc1ccc(NC(=O)C(c2ccc(C)cc2)N(C)C(=O)CNC(C)=O)cc1 (stereo not drawn)	19	-20	-26	5	6	3	-13	-4	-2	-2	-6
Cc1cc(NC(=O)CSCC(=O)NCc2cccc(C(F)(F)F)c2)no1	6	-14	0	-4	19	13	8	-6	-2	8	-8
COc1ccc(-n2c(C)nn(CCOc3ccccc3)c2=O)cc1	-123	-74	-22	-2	1	-109	-32	-7	-3	-4	14
Cn1c(=O)n(CC(=O)O)c(=O)c2c1nc1n2CCS1	9&8	9&-20	-4&6	16&4	-3&2	5&15	13&3	-13	1&1	-1&-6	-5&-2
COc1cc2c(cc1OC)C(C)N(C(=O)Cn1ncc3c1-c1cc(C)ccc1OC3)CC2 (stereo not drawn)	10	-5	21	0	-13	-2	nt	-5	-1	nt	12
Cc1ccc2nc(SCCC#N)nc(C)c2c1	-21	0	1	-3	3	-17	-3	-3	0	3	4
c1ccc(CN2CCN(CCN3CCn4c3nc3ccccc34)CC2)cc1	3	-32	-15	2	-6	0	-10	nt	3	3	-10
COc1ccc(CCNC(=O)C2CC(O)CN2S(=O)(=O)c2ccc(Cl)cc2)cc1OC (stereo not drawn)	4	-3	11	-4	-8	-2	-2	-10	nt	2	31

Following part
smiles	HIF-2a block	NR2E3 ag-1	Shn3 inh set2	Vif inh	KKLEB tox	Peg3 prom inh	MITF TRPM1 inh	CaV13 FRET inh	NR2E3 ag-2	PDI inh	CF NFkB inh
COc1cccc(C(=O)NCC(=O)N2CCC3(CC2)NCCc2[nH]cnc23)c1	-2	-14	-4	12	1	-10	-10	-17	-1	-7	1
CCc1cccc(NC(=O)c2cc(S(=O)(=O)N3CCCCC3)ccc2N2CCOCC2)c1	10	-3	14	1	-12	21	nt	-5	nt	2	-5
Cc1ccc(SCc2cc(=O)[nH]c(N3CCOCC3)n2)cc1	-3	-5	-3	nt	4	8	-1	-5	2	0	-8
COCC1CCCCN1Cc1cn[nH]c1-c1ccc(OC)cc1OC (stereo not drawn)	9	22	-8	0	-1	6	-1	-3	3	4	-10
O=C(CN1CCN(c2ccccc2)CC1)N1N=CCC1c1ccccc1 (stereo not drawn)	15	6	2	-28	6	7	2	-5	0	0	-1
Cc1ccc(/C=N/N2CCN(Cc3ccccc3)CC2)s1	-119	-22	-11	-1	0	-120	-24	-5	0	7	-9
COc1c(C)cccc1C(=O)Nc1ccc(CN2CCOCC2)cc1	-167	-75	-104	-1	0	-184	-58	-11	-3	12	-12
CCCCNC(=S)N(C)/N=C/c1ccc(F)cc1	10	-6	20	-7	-4	12	2	-4	-2	-2	-3
COC(=O)[C@]1(CC(C)C)N[C@H](c2ccc(-c3cccc(Cl)c3)cc2)[C@@H]2C(=O)N(C)C(=O)[C@@H]21	6	-16	45	-3	-3	-22	1	-10	0	4	32
CCCCCn1c(SCCCC)nc2c1c(=O)[nH]c(=O)n2C	16	-5	-14	1	-16	18	-3	-4	-1	-4	7
O=C(Nc1cccc(-c2nc3ccccc3[nH]2)c1)c1ccc(C(=O)Nc2cccc(-c3nc4ccccc4[nH]3)c2)cc1	-195	-16	-28	-4	5	-76	-21	-17	-12	-7	-8
COc1ccc(/C=N/NC(=O)c2c(C)nc3ccccn23)cc1[N+](=O)[O-]	12	26	6	1	1	5	-5	-16	1	3	9

Bioassay records (PubChem)
